From PubChem
Cardiac RTF inh: cardiac RTF calcium sensitivity inhibitors, primary screen, biochemical, IANBD-TnC fluorescence, EC70 calcium; Troponin I, cardiac muscle (Homo sapiens) + Troponin T, cardiac muscle (Homo sapiens) + …; IANBD-labeled cardiac RTF, Ca2+ fluorescence; inhibition, % at 7.15 µM; 0.12% of 340,000 active;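 active = inhibition above the mean inhibition of all tested compounds plus 3 SD, cut at about 17% in these data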;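 note: assay run at fixed EC70 calcium of 1.6 mM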
Rtt109 HAT inh: inhibitors of C. albicans Rtt109/Vps75 HAT, primary screen, biochemical, ThioGlo CoA-SH fluorescence, plate reader; Histone acetyltransferase RTT109 (Candida albicans (strain SC5314 / ATCC MYA-2876)), …; purified Rtt109/Vps75, 4 h; inhibition, % at 34.9 µM; 0.16% of 330,000 active;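 active = inhibition of at least 50% in every replicate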
Target sequence (Q5AAJ8 whole entry, looked up): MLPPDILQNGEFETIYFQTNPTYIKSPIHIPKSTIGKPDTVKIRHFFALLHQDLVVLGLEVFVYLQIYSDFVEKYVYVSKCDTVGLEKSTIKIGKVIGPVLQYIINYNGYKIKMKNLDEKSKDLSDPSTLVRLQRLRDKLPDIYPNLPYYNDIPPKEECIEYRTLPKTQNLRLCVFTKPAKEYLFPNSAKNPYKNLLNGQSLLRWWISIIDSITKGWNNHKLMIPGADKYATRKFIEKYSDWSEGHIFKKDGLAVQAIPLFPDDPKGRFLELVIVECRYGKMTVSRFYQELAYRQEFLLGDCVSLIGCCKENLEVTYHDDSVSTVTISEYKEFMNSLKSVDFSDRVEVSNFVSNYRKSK
C-LANA FP: inhibitors of KSHV C-LANA binding to DNA, primary screen, biochemical, fluorescence polarization, FAM-LBS DNA, MBP-C-LANA, single point. Kaposi's sarcoma herpesvirus LANA C-terminal domain (residues 932-1162) DNA binding. inhibition, % at 9 µM. 0.078% of 340,000 active;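 active = highest replicate inhibition at or above 60% at 9 µM, even if other replicates fall short; inactive = all replicates below 60% inhibition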;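 note: 0% = neutral control wells and 100% = 4 µM acridine orange control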
PKA-R2B act: activators of PKA-R2B holoenzyme, primary screen, biochemical, fluorescence polarization, Cy5-IP20, human; cAMP-dependent protein kinase catalytic subunit beta (Homo sapiens) + cAMP-dependent …; PKA-R2B holoenzyme dissociation; R2B truncated from residue 108, S112A mutant; 0% DMSO only, 100% 113 µM cGMP; activation, % at 11.4 µM; 0.079% of 340,000 active; AID 504700, 2011;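 active = activation above a cutoff set at the mean over all compounds plus 3 SD, cut at about 18% in these data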;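 note: higher means more holoenzyme dissociation and a rise in polarization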
DAGLB inhibitor: DAGLB lipase inhibitors, primary screen, biochemical, fluorescence, HTS; Diacylglycerol lipase-beta (Homo sapiens), Q8NCG7; HEK293T DAGLB membrane lysate, EnzChek fluorogenic substrate; inhibition, % at 5.17 µM; 0.059% of 340,000 active; AID 504411, 2011; in the data active = inhibition above about 34%;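 note: 0% = enzyme with vehicle and 100% = wells lacking enzyme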
Keap1 Nrf2 FP: Keap1-Nrf2 protein-protein interaction inhibitors, primary screen, biochemical, fluorescence polarization, single point; Keap1 Kelch-Nrf2 peptide fluorescence polarization, 1536-well; inhibition, % at 9.4 µM; AID 504523, 2011; 0.15% of 340,000 active; Kelch-like ECH-associated protein 1 (Homo sapiens), Q14145; in the data active = inhibition above about 12%;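 note: human Keap1 Kelch domain with fluorescein labeled Nrf2 9mer peptide probe; 0% = neutral control wells and 100% = peptide positive control; higher means more block of Keap1 binding to Nrf2 peptide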
Target sequence (Q14145 whole entry, looked up, the tested form may be a part): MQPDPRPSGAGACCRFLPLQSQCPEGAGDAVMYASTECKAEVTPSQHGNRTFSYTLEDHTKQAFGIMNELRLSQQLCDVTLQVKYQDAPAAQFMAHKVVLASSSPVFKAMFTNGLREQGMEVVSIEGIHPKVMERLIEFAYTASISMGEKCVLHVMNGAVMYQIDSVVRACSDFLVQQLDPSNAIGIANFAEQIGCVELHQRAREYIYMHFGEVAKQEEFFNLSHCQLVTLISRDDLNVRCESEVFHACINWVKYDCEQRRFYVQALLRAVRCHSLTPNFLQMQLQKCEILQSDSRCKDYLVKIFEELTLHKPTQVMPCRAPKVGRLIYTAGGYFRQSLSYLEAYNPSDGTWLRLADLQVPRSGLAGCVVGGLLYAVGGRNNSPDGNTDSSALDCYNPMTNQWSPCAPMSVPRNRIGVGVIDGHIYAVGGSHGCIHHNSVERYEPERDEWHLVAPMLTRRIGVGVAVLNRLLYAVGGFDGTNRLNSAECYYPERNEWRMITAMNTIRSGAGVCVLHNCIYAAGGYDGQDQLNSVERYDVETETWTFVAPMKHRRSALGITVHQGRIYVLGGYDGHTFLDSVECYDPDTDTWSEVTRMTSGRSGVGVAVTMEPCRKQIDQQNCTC
SR-BI DiI-HDL act: activators of SR-BI mediated DiI-HDL uptake, primary screen, ldlA[mSR-BI] CHO cells, DiI fluorescence; 3 h; 100 = double the neutral-control signal; activation, % at 12.5 µM; 0.096% of 320,000 active;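 active = mean replicate activation of at least 60% and every replicate at or above 60%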;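 note: 0% = median plate neutral-control signal and 100% = twice that signal; values of inactives mirror those of a sister screen read the other way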
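System: LDL receptor-deficient CHO ldlA cells overexpressing murine SR-BI | Timing: 3 h uptake period with compound, 37 °C | Medium: HEPES-buffered (25 mM, pH 7.4) F12 plus 0.5% BSA | Dosing: Single-point compound dose | Signal: Bottom-read fluorescence, 550/595 nm | Read-out: Retained DiI signal reflecting DiI-HDL uptake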
CAL PDZ FP-1: CAL PDZ peptide-binding inhibitors, primary screen, biochemical, fluorescence polarization, Cer-tagged CAL PDZ, HTS | purified CAL PDZ, TMR-peptide fluorescence polarization, 1 h | inhibition, % at 20 µM | 0.02% of 330,000 active | AID 504414, 2011;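 active = highest replicate inhibition of at least 40%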;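 note: plate controls were DMSO neutral control wells for no effect and unlabeled competitor peptide control wells for full effect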
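System: tagged CAL PDZ domain. Schedule: 1 h room-temperature incubation prior to read. Signal: fluorescence polarization (mP). Measure: percent inhibition from loss of millipolarization.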
CAL PDZ FP-2: untagged CAL PDZ binding inhibitors, primary screen, biochemical, fluorescence polarization, HTS | inhibition, % at 24.9 µM | AID 602252, 2012 | Golgi-associated PDZ and coiled-coil motif-containing protein (Homo sapiens), Q9HD26 | 0.92% of 300,000 active | purified CAL PDZ, TMR-peptide fluorescence polarization, 1 h;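 active = mean inhibition of at least 30% with at least half of replicates also reaching 30%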;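 note: 0% = DMSO neutral control and 100% = excess unlabeled competitor peptide PRC23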
RTF Ca sens act: cardiac RTF calcium sensitivity activators, primary screen, biochemical, IANBD-TnC fluorescence, EC20 calcium; IANBD-labeled TnC RTF fluorescence at EC20 calcium; 0% EC20 calcium, 100% full calcium; 0.24% of 340,000 active; Troponin I, cardiac muscle (Homo sapiens) + Troponin T, cardiac muscle (Homo sapiens) + …; activation, % at 7.2 µM;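 active = activation above the mean over all tested compounds plus 3 SD, cut at about 30% in these data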;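 note: rise in fluorescence read as greater calcium sensitivity of cardiac thin filaments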
* = called active by the depositor; nt = not tested or not shown.

Every second line gives: Cardiac RTF inh, Rtt109 HAT inh, C-LANA FP, PKA-R2B act, DAGLB inhibitor, Keap1 Nrf2 FP, SR-BI DiI-HDL act, CAL PDZ FP-1, CAL PDZ FP-2, RTF Ca sens act
COc1ccc(NC(=O)CN(c2ccccc2)S(=O)(=O)N(C)C)cc1OC
  -12, -9, 0.5, 10, 2, 0, 22, -2.2, -11, 4
O=C(/C=C/Nc1ccc(S(=O)(=O)Nc2ncccn2)cc1)c1ccc2ccccc2c1
  5, -6, 4.4, 3, 1, 0, 9, 0.2, -4, -6
CCn1cc(C(=O)NC2CCCCC2)c(=O)c2cc(S(=O)(=O)N(C)C)ccc21
  -8, -4, 2.7, 9, -1, -8, 16, 0.4, -3, 12
COc1ccccc1OCCSc1nc2ccccc2n1CCC(=O)O
  -9, 17, 0.3, 6, -1, -2, 15, 0.4, -6, 1
CCCN(CCC)C(=O)Cn1ccc(=N)c2ccccc21
  -6, -2, -1.9, -3, 2, 2, 1, 0.2, -2, -1
Cc1cc(C)n(-c2nc(NC(C)C)nc(NC(C)C)n2)n1
  -4, -3, 1.1, -1, 1, 0, 1, -0.4, -2, 3
Cc1cc(N(CN2CCCC2=O)C(=O)c2ccc(F)cc2)no1
  -9, 0, -0.7, 1, -3, -3, -19, -0.1, 5, 4
CC1CCN(S(=O)(=O)c2ccc(NC(=O)c3ccco3)cc2)CC1
  -6, -7, -1.0, -2, 1, -2, nt, -1.4, nt, 4
Cc1ccccc1OCC(=O)NCC(=O)OCc1ccc(Br)cc1
  1, 11, -1.9, 3, -4, 5, nt, -0.3, -1, -1
CCc1cc(CN2CCOCC2)c(NC(=O)c2ccccc2)s1
  -4, 6, 0.8, -1, -2, -5, -23, -0.2, -1, 3
COc1ccc(/C=N/NC(=O)c2ccncc2)cc1CN1CCN(c2ccc(F)cc2)CC1
  2, 9, 1.0, -1, 1, -3, -5, -1.4, -1, 2
CCn1c(=NC(=O)C2COc3ccccc3O2)sc2c(OC)ccc(OC)c21 (stereo not given)
  6, -6, -0.3, -15, -7, 3, -10, 0.3, 3, 0
COc1ccc(CCNC(=O)CCC(=O)NC2CCCC(C)C2C)cc1OC (stereo not given)
  -7, 0, 2.2, 6, 1, 2, 9, -0.6, -6, -3
O=C(Nc1cccc(N2CCCC2)c1)c1cccs1
  -4, 15, -1.7, -14, 8, -5, -44, -2.7, 0, -2
CCN(CC(=O)Nc1c(F)cccc1F)C(=O)c1ccc(-c2ccccc2)cc1
  2, 8, 2.5, -7, -3, -3, -17, -1.5, -4, 0
O=[N+]([O-])c1cc([N+](=O)[O-])c(Oc2cc(F)cc(F)c2)cc1NN1CCCCC1
  -9, -7, 0.9, 12, 1, 3, 5, -0.5, -2, 5
CCN=c1scc(-c2ccco2)n1/N=C/c1ccc(O)cc1
  -6, -1, 1.1, 13, -1, 2, nt, 1.9, -1, -2
COc1ccc(Nc2nc(-c3c(C)nc4ncccn34)cs2)cc1
  -6, 7, -0.1, -5, 1, -4, -35, 3.6, -1, 4
O=c1c2c(nc3nc(NCc4cccc5ccccc45)[nH]n13)CCC2
  1, 15, 1.2, 4, 1, -2, 5, -1.0, 5, 5
COc1cc(NC(=O)CSc2nc3ccccc3cc2Cc2ccccc2)cc(OC)c1
  -32, 0, -2.5, -13, -22, 2, -24, -1.6, -2, 4
O=C(C[C@@H]1C/C=C\C[C@H](Cc2ccc(F)cc2)C(=O)OC[C@@H](Cc2c[nH]c3ccccc23)NC1=O)NCCO
  -2, 10, 0.2, -5, 3, -2, 3, -1.3, 1, 3
CCCCS(=O)(=O)/C=C\C=C/S(=O)(=O)CCCC
  3, 149*, 0.8, -1, -1, -54, -5, -0.1, -1, -4
Cc1cc(Br)ccc1NC(=O)CN(C)Cc1cccs1
  -5, 1, -1.3, 2, -7, 0, -28, -2.5, -2, -5
COc1ccc(C(=O)Nc2ccccc2N2CCOCC2)cc1[N+](=O)[O-]
  3, 3, 0.6, -1, -2, -3, -34, -0.3, -2, -3
COc1ccc(OC)c(NS(=O)(=O)c2ccc3c(c2)n(C)c(=O)n3C)c1
  -10, -6, 1.0, -7, -1, -9, -3, 0.0, -1, 0
CCN1C(=O)c2cccc3c(S(=O)(=O)Nc4ncccc4C)ccc1c23
  -11, -1, 4.4, 7, 5, 1, 18, -1.7, -6, -7
CCc1ccccc1NC(=O)CCCN1C(=O)c2cccnc2C1=O
  -4, -4, 2.2, -14, 1, 3, 18, -0.7, 0, 0
Cc1ccc(NC(=O)CN(C)C(=O)Cc2coc3cc(C)c(C)cc23)cc1
  -4, -8, -0.7, -7, -4, -4, 9, -1.5, nt, -12
Cc1ccccc1Oc1cccc(C(=O)/C(C#N)=C/N(C)C)c1
  -5, 4, -0.9, -4, 13, -3, -8, -0.8, -1, 8
N#Cc1c(-c2ccccc2)cc(-c2ccc(O)cc2)nc1N
  4, 3, -2.9, -5, -2, -3, -52, -1.2, 11, -6
Cc1ccccc1-n1c(=O)c2c(n3cnnc13)-c1ccccc1CC21CCCCC1
  -4, 7, 4.4, -4, -2, 1, -1, nt, -5, -2
O=C(Nc1ccc(OC(F)(F)F)cc1)C1CC(=O)N(Cc2ccco2)C1 (stereo not given)
  -8, -4, -2.2, -2, 0, -2, 13, 0.5, 3, 2
O=C(c1ccc(F)cc1)C1CCN(C(=O)Nc2ccc(F)cc2F)CC1
  1, -1, -0.6, 0, -1, -5, -56, -2.1, -1, -3
CCn1nnnc1SCC(=O)Nc1cccc(C)n1
  -3, -5, 0.2, -4, -1, -5, 24, nt, 0, 4
O=C(Nc1nnc(SCc2ccc(Cl)cc2)s1)c1cnccn1
  9, 0, -0.5, -8, 7, -3, 0, -1.0, 0, 9
CCOC(=O)C1(C(F)(F)F)N=C(C(F)(F)F)Nc2cc(C)c(C)cc21 (stereo not given)
  0, -3, -0.4, -4, -5, -7, -9, 0.2, -3, 3
CC(=O)c1c(C)[nH]c(C(=O)N2CCN(c3ccc(F)cc3)CC2)c1C
  -6, -2, -0.4, -2, 0, -9, -9, 1.0, nt, -1
CCOC(=O)c1[nH]c2ccccc2c1N=C(C)N(CC)CC
  -3, 0, 0.0, -2, -1, 3, 13, -0.2, -2, 0
O=C(O)c1ccc2c(c1)NC(=O)C(N1CCCC1)S2 (stereo not given)
  -12, -1, 6.1, 6, -2, 4, 18, -0.7, 1, -6
CC1CN(C(=O)c2cc3cc(Br)ccc3[nH]2)CC(C)O1 (stereo not given)
  -4, 0, -1.2, 0, -2, -1, 3, -1.1, -2, -8
Cc1ccccc1CSCC(=O)N/N=C/c1cccs1
  3, -10, 1.2, 0, -1, 4, nt, -1.6, -5, 0
COc1ccc(CNCCC2(O)CC(C)N(C)CC2C)cc1OC (stereo not given)
  -6, 18, nt, -9, -1, -5, 10, 0.3, -4, 0
Cc1ccc2nc(SCC(=O)Nc3ccc(C)c(Cl)c3)nc(=O)n2c1
  -4, -2, 1.1, 7, -2, -1, 16, -1.7, -3, 3
CC(=O)C(=Cc1cn(-c2ccccc2)nc1-c1ccccc1)C(C)=O
  -1, 6, -0.6, -1, 2, 3, -17, -0.5, 4, 5
CCOc1ccc2nc(SCC(=O)Nc3cc(C)on3)c(C)cc2c1
  6, 21, -0.1, 0, -5, 2, -17, -2.8, -4, -1
Cc1ccc(Nc2cc(C)nc(-c3ccccc3)n2)cc1
  2, 12, -1.2, 2, -5, 0, -19, -0.4, 1, -8
CCN(CC(=O)NCc1ccc(Cl)cc1)C(=O)c1oc2ccccc2c1C
  -16, -8, -1.1, -1, 0, 3, -19, -2.6, -1, -3

Entries from the list above that have an aryl methoxy group (ten):
Every second line gives: Cardiac RTF inh, Rtt109 HAT inh, C-LANA FP, PKA-R2B act, DAGLB inhibitor, Keap1 Nrf2 FP, SR-BI DiI-HDL act, CAL PDZ FP-1, CAL PDZ FP-2, RTF Ca sens act
COc1ccc(NC(=O)CN(c2ccccc2)S(=O)(=O)N(C)C)cc1OC
  -12, -9, 0.5, 10, 2, 0, 22, -2.2, -11, 4
COc1ccccc1OCCSc1nc2ccccc2n1CCC(=O)O
  -9, 17, 0.3, 6, -1, -2, 15, 0.4, -6, 1
COc1ccc(/C=N/NC(=O)c2ccncc2)cc1CN1CCN(c2ccc(F)cc2)CC1
  2, 9, 1.0, -1, 1, -3, -5, -1.4, -1, 2
CCn1c(=NC(=O)C2COc3ccccc3O2)sc2c(OC)ccc(OC)c21 (stereo not given)
  6, -6, -0.3, -15, -7, 3, -10, 0.3, 3, 0
COc1ccc(CCNC(=O)CCC(=O)NC2CCCC(C)C2C)cc1OC (stereo not given)
  -7, 0, 2.2, 6, 1, 2, 9, -0.6, -6, -3
COc1ccc(Nc2nc(-c3c(C)nc4ncccn34)cs2)cc1
  -6, 7, -0.1, -5, 1, -4, -35, 3.6, -1, 4
COc1cc(NC(=O)CSc2nc3ccccc3cc2Cc2ccccc2)cc(OC)c1
  -32, 0, -2.5, -13, -22, 2, -24, -1.6, -2, 4
COc1ccc(C(=O)Nc2ccccc2N2CCOCC2)cc1[N+](=O)[O-]
  3, 3, 0.6, -1, -2, -3, -34, -0.3, -2, -3
COc1ccc(OC)c(NS(=O)(=O)c2ccc3c(c2)n(C)c(=O)n3C)c1
  -10, -6, 1.0, -7, -1, -9, -3, 0.0, -1, 0
COc1ccc(CNCCC2(O)CC(C)N(C)CC2C)cc1OC (stereo not given)
  -6, 18, nt, -9, -1, -5, 10, 0.3, -4, 0
